PfHsp90 set2 = inhibits growth of yeast expressing Plasmodium falciparum Hsp90. S. cerevisiae expressing PfHsp90, BacTiter-Glo ATP, 48 h; yeast lacking PDR1 and PDR3 efflux regulators. inhibition, % at 9.4 µM. actives 0.32% (n = 310,000). AID 504621;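 active means every replicate shows inhibition above about 80%, whatever the replicate mean, limit read from the data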;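 further: 0% = DMSO neutral controls and 100% = 20 µM radicicol positive controls; yeast relying on Plasmodium falciparum Hsp90 in place of its own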
phage Ecoli inh = E. coli growth loss with phage present; growth absorbance; inhibition, % at 11.9 µM; actives 0.26% (n = 360,000); in the data active means inhibition above about 11%
Tat export inh = E. coli Tat transport inhibition. E. coli MC4100 TorA-mCherry Tat export, fluorescence. inhibition, % at 10 µM. actives 0.036% (n = 340,000);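 active means mean replicate inhibition at least 50% and at least half of replicates individually reaching 50%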;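 further: exported cargo escapes ClpAP degradation while cytoplasmic cargo is degraded and loses fluorescence; 0% = median of neutral control wells and 100% = median of NaSCN control wells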
PKA-R1A activ = activators of PKA-R1A complex. actives 0.083% (n = 340,000). PKA-R1A dissociation, Cy5-IP20 fluorescence polarization; scaled: DMSO 0%, 113 µM cGMP 100%. activation, % at 11.4 µM;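 active means percent activation above the mean of all tested compounds plus 3 SD, cut at about 19% in these data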;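 further: higher means more PKAc released from R1A so a rise in polarization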
AddAB inh = less growth of phage-infected E. coli with AddAB; E. coli expressing H. pylori AddAB, absorbance growth; inhibition, % at 11.9 µM; actives 0.29% (n = 330,000); in the data active means inhibition above about 12%;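 further: 0% = vehicle wells of infected cells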
Pemphigus Ab inh = human desmoglein-3 autoantibody binding inhibition | P32926 | DSG3-coupled beads, scFv-anti-DSG3-GFP binding, flow cytometry; hits give low values | binding (percent of control), % at 10 µM | actives 0.48% (n = 310,000);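 active means binding more than 3 SD below its plate's average and above zero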;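 further: hits lower antibody fragment binding to DSG3; some compounds called inactive have numbers as strong as hits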
Target sequence (P32926 whole entry, looked up, the tested form may be a part): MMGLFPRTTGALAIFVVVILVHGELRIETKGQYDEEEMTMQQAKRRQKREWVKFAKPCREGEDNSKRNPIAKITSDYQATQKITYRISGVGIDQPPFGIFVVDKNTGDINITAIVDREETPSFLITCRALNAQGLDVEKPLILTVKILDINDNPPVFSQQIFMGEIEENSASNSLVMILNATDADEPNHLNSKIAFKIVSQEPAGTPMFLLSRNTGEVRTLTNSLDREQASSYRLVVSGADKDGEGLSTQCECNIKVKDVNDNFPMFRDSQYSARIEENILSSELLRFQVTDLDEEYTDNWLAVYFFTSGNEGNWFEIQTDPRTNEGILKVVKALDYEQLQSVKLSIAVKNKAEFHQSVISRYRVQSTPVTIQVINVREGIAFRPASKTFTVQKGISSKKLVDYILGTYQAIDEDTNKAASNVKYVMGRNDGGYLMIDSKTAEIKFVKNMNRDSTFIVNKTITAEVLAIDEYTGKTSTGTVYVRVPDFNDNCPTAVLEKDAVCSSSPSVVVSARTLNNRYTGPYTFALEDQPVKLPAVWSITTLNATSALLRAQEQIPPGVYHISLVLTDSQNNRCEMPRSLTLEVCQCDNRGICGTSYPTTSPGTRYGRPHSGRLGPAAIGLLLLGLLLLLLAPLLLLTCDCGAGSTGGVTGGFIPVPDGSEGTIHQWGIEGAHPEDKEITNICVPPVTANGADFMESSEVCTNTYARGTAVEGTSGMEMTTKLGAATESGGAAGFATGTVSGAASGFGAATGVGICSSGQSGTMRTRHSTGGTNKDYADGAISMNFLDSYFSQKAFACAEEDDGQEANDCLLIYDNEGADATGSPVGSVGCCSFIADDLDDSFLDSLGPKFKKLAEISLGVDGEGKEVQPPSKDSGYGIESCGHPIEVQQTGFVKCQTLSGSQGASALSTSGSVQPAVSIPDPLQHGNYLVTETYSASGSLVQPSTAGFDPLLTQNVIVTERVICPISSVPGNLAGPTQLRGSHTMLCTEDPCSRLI
Arrestin-AP2 inh = human beta-arrestin and AP2 interaction inhibition. AID 504490. inhibition, % at 10 µM. actives 0.31% (n = 340,000). FITC-arrestin peptide / GST-AP2 beads, flow cytometry; AP2 beta2 appendage carries R879A mutation;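 active means inhibition above a set limit, near 3 SD of compounds lacking own fluorescence, cut at about 54% in these data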;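 further: plate controls were DMSO wells for no effect and 5 µM unlabelled arrestin peptide for full effect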
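Material – GST-tagged AP2 beta2-adaptin appendage (R879A) on 4 µm glutathione beads · Probe or stimulus – fluorescein-tagged arrestin peptide at 50 nM final · Timing – 12 min plus 1 h, RT · Detection – bead flow cytometry, FITC channel · Read-out basis – inhibition as reduced fluorescein signal on beads, percent · Medium – PBS plus Tween 20 (0.05%) and BSA (0.1%)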
MOR-DOR ag = agonists of human mu-delta opioid receptor heterodimerization; cells, OPRM1-OPRD1 heterodimerization, luminescence; activation, % at 9.3 µM; actives 0.3% (n = 340,000); in the data active means activation above about 18%;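 further: 0% = vehicle-treated cells and 100% = reference agonist; values of inactives mirror those of a sister screen read the other way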
Ecoli viability = reduces bacterial viability in AddAB counter-screen | E. coli V3065 growth, OD600 absorbance, 18 h | inhibition, % at 11.9 µM | actives 0.27% (n = 330,000) | AID 449728;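 active means inhibition above the campaign's mean inhibition across all tested compounds plus 3 SD, cut at about 9.9% in these data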;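 further: uninfected addAB+ strain grown without phage in ampicillin broth; 0% = DMSO wells and 100% = ciprofloxacin 0.95 µg/ml wells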
Mot1-301 SUMO = SUMOylation pathway inhibition by Mot1-301 growth rescue | actives 1% (n = 320,000) | growth rescue, % at 18.8 µM | AID 2716 | S. cerevisiae Mot1-301 growth rescue, ATP luminescence, 38.5C; percent above DMSO median, 100 means doubled;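 active means every valid replicate shows activation above 250% relative to neutral control wells; inactive means the rest, any valid replicate at or below 250%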;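 further: OY570 slx delta 5 strain wells were the positive control but not used for scaling; some compounds called inactive have numbers as strong as hits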
OPRM1-OPRD1 inv = inverse agonist of human OPRM1-OPRD1 heterodimerization | P35372+P41143 | cell-based MOR-DOR heterodimer luminescence, inverse agonism | inhibition, % at 9.3 µM | actives 0.21% (n = 340,000); in the data active means inhibition above about 22%, passing the limit was not always enough;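 further: 0% = cells with DMSO and 100% = wells without cells with DMSO; values of inactives mirror those of a sister screen read the other way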
An asterisk follows results filed as active.

How did O=C(C1CCN(S(=O)(=O)c2ccc(Br)s2)CC1)N1CCN(C2CCCCC2)CC1 do in these assays?
PfHsp90 set2: -9; phage Ecoli inh: 4.2; Tat export inh: -4; PKA-R1A activ: -9; AddAB inh: 3.3; Pemphigus Ab inh: 100; Arrestin-AP2 inh: 9; MOR-DOR ag: -0.3; Ecoli viability: -1.6; Mot1-301 SUMO: -1; OPRM1-OPRD1 inv: 2

How did CCC(C)(C(=O)NC1CCCCC1)N(C(=O)c1cnccn1)c1c(C)n(C)n(-c2ccccc2)c1=O (centres undefined) do in these assays?
PfHsp90 set2: -57; phage Ecoli inh: -1.2; Tat export inh: -8; PKA-R1A activ: 2; AddAB inh: 0.7; Pemphigus Ab inh: 98; Arrestin-AP2 inh: -3; MOR-DOR ag: -1.0; Ecoli viability: 0.8; Mot1-301 SUMO: -19; OPRM1-OPRD1 inv: 5

What do the screens show for `O=C(CN1CCOCC1)NCc1ccc(F)cc1`?
PfHsp90 set2: -6; phage Ecoli inh: 1.3; Tat export inh: 12; PKA-R1A activ: -3; AddAB inh: 2.4; Pemphigus Ab inh: 103; Arrestin-AP2 inh: 7; MOR-DOR ag: -0.9; Ecoli viability: 1.7; Mot1-301 SUMO: 190; OPRM1-OPRD1 inv: 4

Results for COc1ccc(/C=N/NC(=O)c2ccc(COc3cccc4cccnc34)cc2)cc1OC ?
PfHsp90 set2: 33; phage Ecoli inh: 5.0; Tat export inh: 11; PKA-R1A activ: -7; AddAB inh: 3.7; Pemphigus Ab inh: 5.2*; Arrestin-AP2 inh: -14; MOR-DOR ag: -1.1; Ecoli viability: 0.6; Mot1-301 SUMO: 4; OPRM1-OPRD1 inv: 6

What do the screens show for `CC(C)Cn1c(N)c(C(=O)COC(=O)c2ccc3ccccc3n2)c(=O)n(C)c1=O`?
phage Ecoli inh: 2.0; Tat export inh: 8; PKA-R1A activ: -14; AddAB inh: 1.3; Pemphigus Ab inh: 94; Arrestin-AP2 inh: 2; MOR-DOR ag: 0.5; Ecoli viability: -0.6; Mot1-301 SUMO: 12; OPRM1-OPRD1 inv: -3

Results for COc1cccc(C(=O)N2CCN(C(=O)C3CC3)CC2)c1 ?
PfHsp90 set2: -21; phage Ecoli inh: -0.1; Tat export inh: -4; PKA-R1A activ: 6; Pemphigus Ab inh: 94; Arrestin-AP2 inh: 20; MOR-DOR ag: -0.6; OPRM1-OPRD1 inv: 4

How did O=C(CSc1ccc(-c2ccccc2)nn1)NCC1CCCO1 (centres undefined) do in these assays?
PfHsp90 set2: -10; phage Ecoli inh: -2.3; Tat export inh: 14; PKA-R1A activ: -7; AddAB inh: -1.4; Pemphigus Ab inh: 107; Arrestin-AP2 inh: 17; MOR-DOR ag: -0.4; Ecoli viability: 0.6; Mot1-301 SUMO: 21; OPRM1-OPRD1 inv: 2

Results for Cc1ccc2cc(C3CC(c4ccco4)=NN3C(=O)CCC(=O)O)c(Cl)nc2c1 (centres undefined) ?
PfHsp90 set2: -15; phage Ecoli inh: 0.0; Tat export inh: 10; PKA-R1A activ: 8; AddAB inh: 3.1; Pemphigus Ab inh: 101; Arrestin-AP2 inh: -5; MOR-DOR ag: -0.5; Ecoli viability: -3.6; Mot1-301 SUMO: -20; OPRM1-OPRD1 inv: 2

How did Cc1ccccc1NC(=O)CCN1CCN(C)CC1 do in these assays?
PfHsp90 set2: -8; phage Ecoli inh: 0.2; Tat export inh: -3; PKA-R1A activ: -6; Pemphigus Ab inh: 102; Arrestin-AP2 inh: 4; MOR-DOR ag: -4.2; Mot1-301 SUMO: 7; OPRM1-OPRD1 inv: 19

What do the screens show for `CN1C(C)(C)c2ccccc2OS1(=O)=O`?
PfHsp90 set2: 21; phage Ecoli inh: 3.8; Tat export inh: -1; PKA-R1A activ: 2; AddAB inh: 1.1; Arrestin-AP2 inh: 5; MOR-DOR ag: -1.6; Ecoli viability: -1.3; Mot1-301 SUMO: -17; OPRM1-OPRD1 inv: 9

What do the screens show for `COC(=O)C(CSCc1ccccc1)NC(=O)CSc1nc(N)cc(=O)[nH]1` (centres undefined)?
PfHsp90 set2: -1; phage Ecoli inh: 4.1; Tat export inh: -4; PKA-R1A activ: 6; AddAB inh: 0.3; Pemphigus Ab inh: 104; Arrestin-AP2 inh: -3; MOR-DOR ag: -1.1; Ecoli viability: -0.1; Mot1-301 SUMO: -17; OPRM1-OPRD1 inv: 5

What do the screens show for `COc1cccc(N2CCN(C3C4CC5CC(C4)CC3C5)CC2)c1` (centres undefined)?
PfHsp90 set2: -11; phage Ecoli inh: 3.6; Tat export inh: 11; PKA-R1A activ: -6; AddAB inh: -1.5; Pemphigus Ab inh: 113; Arrestin-AP2 inh: 4; MOR-DOR ag: 11; Ecoli viability: 2.1; Mot1-301 SUMO: 17; OPRM1-OPRD1 inv: -66

Results for COc1ccc(NC(C)=O)cc1NC(C)C(=O)Nc1ccccc1F (centres undefined) ?
PfHsp90 set2: 17; phage Ecoli inh: 0.8; Tat export inh: -2; PKA-R1A activ: -6; AddAB inh: -0.7; Pemphigus Ab inh: 100; Arrestin-AP2 inh: 0; MOR-DOR ag: -0.2; Ecoli viability: 0.2; Mot1-301 SUMO: -2; OPRM1-OPRD1 inv: 1

Results for CCOc1ccc([C@@H]2CC=C(C(=O)O)CN2S(=O)(=O)c2ccc(C)cc2)cc1 ?
PfHsp90 set2: -14; phage Ecoli inh: 2.9; Tat export inh: 0; PKA-R1A activ: -7; AddAB inh: -3.0; Pemphigus Ab inh: 103; Arrestin-AP2 inh: 0; MOR-DOR ag: -2.1; Ecoli viability: -4.0; Mot1-301 SUMO: 181; OPRM1-OPRD1 inv: 12

Results for CCOC(=O)C1C(C(=O)OC)=C(c2ccc(OC)cc2)c2ccccc2N1S(=O)(=O)C(F)(F)F (centres undefined) ?
PfHsp90 set2: 2; phage Ecoli inh: -1.4; Tat export inh: 2; PKA-R1A activ: -11; AddAB inh: -2.0; Pemphigus Ab inh: 102; Arrestin-AP2 inh: -22; MOR-DOR ag: -3.2; Ecoli viability: -1.1; OPRM1-OPRD1 inv: 16

What do the screens show for `c1cncc(-c2nc(NCc3ccc4c(c3)OCO4)c3ccccc3n2)c1`?
PfHsp90 set2: 26; phage Ecoli inh: 1.8; Tat export inh: -1; PKA-R1A activ: 5; AddAB inh: 1.4; Pemphigus Ab inh: 113; Arrestin-AP2 inh: -11; MOR-DOR ag: 0.8; Ecoli viability: 2.3; Mot1-301 SUMO: 151; OPRM1-OPRD1 inv: -4

What do the screens show for `CC(C)C(=O)Nc1ccc(NC(=O)c2ccc(COc3ccccc3)cc2)cc1`?
PfHsp90 set2: 8; phage Ecoli inh: 2.5; Tat export inh: -1; PKA-R1A activ: -3; AddAB inh: 4.0; Pemphigus Ab inh: 110; Arrestin-AP2 inh: -15; MOR-DOR ag: -1.6; Ecoli viability: -0.9; Mot1-301 SUMO: 46; OPRM1-OPRD1 inv: 9

How did CCOC(=O)C1=C(O)/C(=C\c2cc(C)n(-c3ccccc3F)c2C)N=C1C do in these assays?
PfHsp90 set2: 0; phage Ecoli inh: 1.8; Tat export inh: 2; PKA-R1A activ: -1; AddAB inh: 2.6; Pemphigus Ab inh: 101; Arrestin-AP2 inh: 4; MOR-DOR ag: 1.1; Ecoli viability: 0.3; Mot1-301 SUMO: 7; OPRM1-OPRD1 inv: -5

Results for CC1CCCC(NC(=O)CCC(=O)NCc2ccccc2)C1C (centres undefined) ?
PfHsp90 set2: 33; phage Ecoli inh: 2.0; Tat export inh: 6; PKA-R1A activ: 7; AddAB inh: -1.6; Pemphigus Ab inh: 113; Arrestin-AP2 inh: -1; MOR-DOR ag: -3.0; Ecoli viability: -0.1; Mot1-301 SUMO: 269; OPRM1-OPRD1 inv: 15

What do the screens show for `CCc1ccccc1NC(=O)NCCN1CCCCC1`?
PfHsp90 set2: -7; phage Ecoli inh: 3.3; Tat export inh: 6; PKA-R1A activ: -7; AddAB inh: 3.0; Pemphigus Ab inh: 104; Arrestin-AP2 inh: -15; MOR-DOR ag: -2.8; Ecoli viability: -0.6; Mot1-301 SUMO: 328; OPRM1-OPRD1 inv: 14

How did COC(=O)C1=C(C(=O)OC)[C@@H]2N(C)c3ccc(OC)cc3[C@@]23C[C@@H](C(=O)OC)N(C(=O)c2ccco2)C3=N1 do in these assays?
phage Ecoli inh: 3.0; Tat export inh: 20; PKA-R1A activ: 7; AddAB inh: 2.1; Pemphigus Ab inh: 99; Arrestin-AP2 inh: 33; MOR-DOR ag: -2.7; Ecoli viability: -0.8; Mot1-301 SUMO: 1; OPRM1-OPRD1 inv: 15

How did CCc1ccc(NC(=O)C2C3CCC(O3)C2C(=O)O)cc1 (centres undefined) do in these assays?
PfHsp90 set2: 0; phage Ecoli inh: 1.8; Tat export inh: -1; PKA-R1A activ: 0; AddAB inh: 3.3; Pemphigus Ab inh: 118; Arrestin-AP2 inh: 14; MOR-DOR ag: -3.5; Ecoli viability: -0.7; Mot1-301 SUMO: 3; OPRM1-OPRD1 inv: 17

Results for COc1ccccc1CN1C[C@@H]2C[C@@H](C3=Cc4cc(Cl)ccc4OC3)N3CCC[C@@]23C1=O ?
PfHsp90 set2: -3; phage Ecoli inh: 2.0; Tat export inh: 15; PKA-R1A activ: 8; AddAB inh: -1.4; Pemphigus Ab inh: 103; Arrestin-AP2 inh: 2; MOR-DOR ag: 2.4; Ecoli viability: -0.7; Mot1-301 SUMO: inactive; OPRM1-OPRD1 inv: -18

How did CCCSCC(=O)Nc1ncc2c(n1)-c1ccccc1CC2 do in these assays?
PfHsp90 set2: 0; phage Ecoli inh: 2.9; Tat export inh: -19; PKA-R1A activ: 3; AddAB inh: 2.7; Pemphigus Ab inh: 103; Arrestin-AP2 inh: 7; MOR-DOR ag: 2.0; Ecoli viability: 0.6; Mot1-301 SUMO: -17; OPRM1-OPRD1 inv: -10

2 compounds drawn at random from those above:
What do the screens show for `CC(C)C(=O)Nc1ccc(NC(=O)c2ccc(COc3ccccc3)cc2)cc1`?
PfHsp90 set2: 8; phage Ecoli inh: 2.5; Tat export inh: -1; PKA-R1A activ: -3; AddAB inh: 4.0; Pemphigus Ab inh: 110; Arrestin-AP2 inh: -15; MOR-DOR ag: -1.6; Ecoli viability: -0.9; Mot1-301 SUMO: 46; OPRM1-OPRD1 inv: 9

Results for COc1ccc(NC(C)=O)cc1NC(C)C(=O)Nc1ccccc1F (centres undefined) ?
PfHsp90 set2: 17; phage Ecoli inh: 0.8; Tat export inh: -2; PKA-R1A activ: -6; AddAB inh: -0.7; Pemphigus Ab inh: 100; Arrestin-AP2 inh: 0; MOR-DOR ag: -0.2; Ecoli viability: 0.2; Mot1-301 SUMO: -2; OPRM1-OPRD1 inv: 1
